STEP block = blocks human striatal-enriched tyrosine phosphatase | P54829 | recombinant STEP, OMFP fluorogenic substrate, fluorescence | inhibition, % at 20 µM | actives 0.25% (n = 360,000);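 active = inhibition at 20 µM, scaled per plate between control wells, above about 37%, limit read from the data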;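 note: 0% = DMSO with enzyme and substrate and 100% = substrate only without enzyme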
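Material: STEP (striatal-enriched tyrosine phosphatase) enzyme, cell-free | Medium: 50 mM Bis-Tris pH 6.0 with 2.5 mM DTT and 0.005% Tween 20 | Read-out: Percent inhibition scaled to no-enzyme and uninhibited-enzyme controls, plate-pattern corrected | Signal: Fluorescence read at 480 nm ex / 540 nm em | Times: 20 min reaction, room temperature, in the dark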
CendR NRP1 mod = NRP-1/CendR interaction modulation. FAM-RPARPAR peptide binding to NRP-1, fluorescence polarization. AID 602438. O14786. actives 0.85% (n = 360,000). inhibition, % at 25 µM;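 active = inhibition or corrected inhibition above about 18%, plus a signal ratio from 0.5 to 1.5, limit read from the data, passing the limit was not always enough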; note: strong numbers were not always called active
Rpn11 inh = blocks the human proteasome subunit Rpn11 | O00487 | human 26S proteasome, Ub4-pepOG fluorescence polarization; 20S core pre-blocked with epoxomicin | calls only at 20 µM | actives 0.59% (n = 360,000) | AID 588493;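 active = inhibition at 20 µM, scaled to each plate's controls, above about 33%, limit read from the data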
Target sequence (O00487 whole entry, looked up): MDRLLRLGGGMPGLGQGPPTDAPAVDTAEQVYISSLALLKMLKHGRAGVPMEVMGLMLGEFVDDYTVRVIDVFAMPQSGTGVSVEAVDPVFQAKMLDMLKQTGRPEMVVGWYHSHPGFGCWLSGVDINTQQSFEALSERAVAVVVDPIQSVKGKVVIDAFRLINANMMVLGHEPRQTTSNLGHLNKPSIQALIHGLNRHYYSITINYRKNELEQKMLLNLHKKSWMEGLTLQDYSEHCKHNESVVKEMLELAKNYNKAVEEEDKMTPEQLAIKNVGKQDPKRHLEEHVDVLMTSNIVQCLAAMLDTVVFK
SUMO1-SIM PPI = alters human SUMO1 binding to SIM partners. inhibition, % at 20 µM. actives 0.33% (n = 360,000). SUMO1 binding to a labelled peptide, TR-FRET, 1 h. AID 602429; in the data active = inhibition above about 37%
Target sequence (P63165 whole entry, looked up): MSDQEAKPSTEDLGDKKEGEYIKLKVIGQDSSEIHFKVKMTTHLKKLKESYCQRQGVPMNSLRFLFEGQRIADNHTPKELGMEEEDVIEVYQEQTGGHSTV
MT1-MMP act inh = inhibitors of human MT1-MMP activation; P50281; HT1080 RFP-PRO-GFP cells, GFP/RFP ratio fluorescence, overnight; percent of plate control window, DMSO zero; GFP/RFP ratio change, % at 20 µM; actives 0.061% (n = 360,000); AID 651647;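 active = GFP/RFP ratio change of at least 30% with cell ATP level not reduced by more than half and red fluorescence within 50% of control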; note: strong numbers were not always called active
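Assay system: HT1080 cells carrying an RFP-PRO-GFP reporter | Dosing: Single dose of 20 µM compound, 1% DMSO final | Incubation: Cells overnight before dosing, compound overnight, 37 °C, 5% CO2 | Evaluation: GFP/RFP fluorescence ratio | Control set: DMSO and RFP-L50D-GFP cell wells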
DNMT1 block = inhibitors of human DNMT1. DNMT1 molecular beacon, Hinp1I cleavage, fluorescence. AID 588458. inhibition (reported as % activation of signal), % at 10 µM. actives 0.83% (n = 360,000); in the data active = inhibition above about 50%
Scp-1 inhibitor = inhibitors of human Scp-1 phosphatase | Q9GZU7 | Recombinant Scp1, phosphopeptide, malachite green phosphate absorbance | inhibition, % at 20 µM | actives 0.88% (n = 340,000);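 active = inhibition above about 50% at 20 µM, limit read from the data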;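 note: plate controls were DMSO wells with enzyme for no effect and wells lacking enzyme for full effect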
Target sequence (Q9GZU7 76-261 limits assumed): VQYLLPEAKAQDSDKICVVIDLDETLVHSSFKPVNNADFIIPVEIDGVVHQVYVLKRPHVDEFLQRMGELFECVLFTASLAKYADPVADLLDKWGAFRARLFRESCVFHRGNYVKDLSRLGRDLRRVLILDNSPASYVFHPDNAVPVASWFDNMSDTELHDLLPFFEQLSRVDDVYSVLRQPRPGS
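Material – SCP-1 phosphatase catalytic domain, residues 76-261 · Buffer or medium – Acidic Tris acetate buffer with magnesium and detergent · Also added – Phospho 17-mer peptide substrate · Compound – single 20 µM dose, 1% DMSO · Times – 45 min room-temperature reaction, 5 min colour, 30 min stabiliser · Technique – Phosphate-binding colour reagent, absorbance read at 630 nm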
LMPTP inh = LMPTP (human) inhibition; actives 0.22% (n = 360,000); recombinant LMPTP-A, OMFP fluorogenic substrate, fluorescence intensity; AID 651560; inhibition, % at 20 µM; P24666;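 active = compounds that cut the enzyme signal by at least half of the control window in the single-dose screen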;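 note: plate controls were DMSO wells with enzyme plus substrate for no effect and substrate without enzyme for full effect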
Target sequence (P24666 whole entry, looked up): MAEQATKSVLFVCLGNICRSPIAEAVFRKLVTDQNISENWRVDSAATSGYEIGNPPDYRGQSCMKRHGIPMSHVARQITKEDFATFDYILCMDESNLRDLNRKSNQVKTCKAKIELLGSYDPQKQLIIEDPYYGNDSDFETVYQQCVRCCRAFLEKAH
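Test system: LMPTP-A phosphatase enzyme; input: 0.625 nM LMPTP-A final; reagent: OMFP substrate, 400 µM final; compound dosing: 20 µM single dose, 3% DMSO; incubation: 50 min dark incubation at room temperature; measured by: endpoint fluorescence intensity from OMFP dephosphorylation; measure: % inhibition relative to no-enzyme and uninhibited control wells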
NadD inh = blocks S. aureus nicotinate mononucleotide adenylyltransferase; inhibition, % at 20 µM; purified NadD enzyme, colorimetric absorbance read-out; AID 602399; actives 0.78% (n = 360,000); in the data active = inhibition above about 26%; note: some compounds past the cut are filed as inactive
SKN-1 inh = inhibitors of C. elegans SKN-1; C. elegans VP596 Pgst-4::GFP/RFP ratio, acrylamide-induced, 24 h; inhibition, % at 21.8 µM; actives 0.49% (n = 360,000); AID 624304;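 active = interference check ratio from 0.5 to 1.5 plus GFP to RFP signal ratio inhibition reaching or exceeding a fixed threshold, cut at about 30% in these data, passing the limit was not always enough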; note: some compounds called inactive have numbers as strong as hits
* = called active by the depositor; i = inactive; . = not tested or not shown.

Preview (four entries):
#	STEP block	CendR NRP1 mod	Rpn11 inh	SUMO1-SIM PPI	MT1-MMP act inh	DNMT1 block	Scp-1 inhibitor	LMPTP inh	NadD inh	SKN-1 inh	mol
1	0	5	i	-1	0	-6	-14	3.8	8	36*	CSc1ccc(-c2nnn(Cc3ccc(Br)cc3)n2)cc1
2	2	-6	i	-1	2	1	-3	-0.5	-3	4	CCNC(=O)COC(=O)c1[nH]c(C)c(C(=O)OC)c1C
3	2	2	i	0	2	2	-5	-2.3	-2	12	CCCn1c(SCC(=O)Nc2cc(C)on2)n[nH]c1=O
4	0	5	i	3	-17	-4	0	-1.5	-2	12	CCN(CC)CCCN(Cc1cc2cc(OC)c(OC)cc2[nH]c1=O)C(=O)Nc1ccccc1

Main list, previewed entries included:
#	STEP block	CendR NRP1 mod	Rpn11 inh	SUMO1-SIM PPI	MT1-MMP act inh	DNMT1 block	Scp-1 inhibitor	LMPTP inh	NadD inh	SKN-1 inh	mol
1	0	5	i	-1	0	-6	-14	3.8	8	36*	CSc1ccc(-c2nnn(Cc3ccc(Br)cc3)n2)cc1
2	2	-6	i	-1	2	1	-3	-0.5	-3	4	CCNC(=O)COC(=O)c1[nH]c(C)c(C(=O)OC)c1C
3	2	2	i	0	2	2	-5	-2.3	-2	12	CCCn1c(SCC(=O)Nc2cc(C)on2)n[nH]c1=O
4	0	5	i	3	-17	-4	0	-1.5	-2	12	CCN(CC)CCCN(Cc1cc2cc(OC)c(OC)cc2[nH]c1=O)C(=O)Nc1ccccc1
5	3	-139	i	-3	.	0	4	1.4	0	-24	CCOC(=O)C1CCCN(c2nc3ccccc3nc2C(C#N)C(=O)OC(C)C)C1 (stereo not drawn)
6	3	0	i	-30	2	3	-2	0.1	-4	-5	COc1cc2c3c(c1)C(C)CC(C)(C)N3C(=O)C2=O (stereo not drawn)
7	-2	6	i	5	1	-1	-11	0.8	-9	5	COc1ccc(-c2nc(N)nc(C(F)(F)F)c2-c2ccccc2OC)c(O)c1
8	.	8	.	5	-8	.	.	10.0	.	0	COC(=O)[C@@]12C[C@@H](CC(=O)N3CCC(c4ccccc4)CC3)C(=O)N(Cc3ccccc3)C1=CCC(C)(C)C2
9	1	0	i	-10	1	2	-3	0.0	11	-2	NC1=NC(=O)C2(COC(c3cccc([N+](=O)[O-])c3)OC2)S1 (stereo not drawn)
10	3	-12	i	1	3	-2	-3	-0.8	-6	-8	CC(=O)c1ccc(NC(=O)COc2ccc3c(c2)OCO3)cc1
11	-1	3	i	-2	1	1	-5	-2.0	-2	1	CCOC(=O)c1ccc(S(=O)(=O)NNC(=O)COc2cccc(C)c2)cc1
12	-3	10	i	2	1	2	-10	-1.8	2	4	CC(=O)N1CCN(C(c2ccccc2)c2ccccc2)CC1
13	4	14	i	4	-3	3	3	0.8	1	0	CCOc1cc(N2C(=O)CC3CS(=O)(=O)CC32)c(OCC)cc1NC(=O)c1ccccc1 (stereo not drawn)
14	-1	-19	i	1	4	-2	-9	0.5	-4	-1	COc1ccccc1NC(=O)Nc1nc(CC(=O)NCc2cccnc2)cs1
15	-2	3	i	2	1	-1	-3	1.1	2	-9	COc1ccc(NC(=O)COc2ccc(C(=O)OCC(=O)N(C(C)C)C(C)C)cc2OC)cc1
16	9	-6	i	10	1	-5	2	1.8	10	-9	O=C(Nc1cc(Cl)ccc1O)c1cc(-c2ccco2)on1
17	-2	-5	i	1	0	-3	0	-0.1	2	5	CC(=O)c1ccc(NC(=O)CSc2nnc(Cc3cccn3C)n2-c2ccc(F)cc2)cc1
18	4	-15	i	-16	-2	-3	-8	-2.0	-6	0	O=C(NCCN1C(=O)S/C(=C\c2cccnc2)C1=O)c1cccc(OC(F)F)c1
19	-2	-15	i	2	-2	-1	.	-2.5	-1	-12	CCCCCCCCCC1NC(C(=O)O)Cc2c1[nH]c1ccccc21 (stereo not drawn)
20	0	-7	i	-1	-8	-1	-8	-0.6	2	7	CCOC(=O)c1c(NC(=S)NCCc2ccccc2)sc2c1CC(C(C)C)OC2 (stereo not drawn)

#	STEP block	CendR NRP1 mod	Rpn11 inh	SUMO1-SIM PPI	MT1-MMP act inh	DNMT1 block	Scp-1 inhibitor	LMPTP inh	NadD inh	SKN-1 inh	mol
21	2	-4	i	-13	-4	1	8	0.0	5	-1	COc1ccc(NC(=O)/C(C#N)=C/c2ccc(Sc3nncn3C)c([N+](=O)[O-])c2)cc1
22	2	7	i	-3	-2	-3	-4	2.8	3	11	Clc1ccc(-c2nc(Cc3ccccc3Cl)no2)cc1
23	-1	1	i	-2	3	0	-10	-2.0	-6	10	CCN1CCN(CC(O)COc2ccc(Cl)cc2)CC1 (stereo not drawn)
24	-2	-2	i	4	-2	-1	1	0.6	-7	-3	COc1ccc(CN2CCN(C(=O)c3ccc(S(=O)(=O)NCc4ccco4)cc3)CC2)cc1
25	3	-8	i	-10	-3	3	-3	1.6	13	17	COc1cc(OC)cc(-c2c(C#Cc3ccsc3)c3cc(-c4ccc(OC)c(F)c4)ccc3n2C)c1
26	-3	9	i	-10	2	-3	-6	0.3	-2	-20	COC(=O)c1nc(N)sc1-c1ccc(OC)cc1
27	-3	6	i	2	-3	0	-3	-0.8	1	-6	COc1ccc(N(CC(=O)NCCc2ccccc2)C(=O)CCC(=O)Nc2nccs2)cc1
28	-3	4	i	-3	-9	-2	-15	4.5	13	1	Cc1cccc(N2CCN(C(=O)c3cnn4c(C(F)F)cc(-c5ccccc5)nc34)CC2)c1C
29	0	1	i	0	-3	5	-3	-0.8	5	10	O=C(CN(C(=O)CNC(=O)c1cccs1)c1ccc2c(c1)OCCO2)NC1CCCC1
30	1	-22	i	-15	-3	4	-6	0.1	-7	5	Cc1ccc(Nc2c([N+](=O)[O-])c(=O)oc3ccccc23)cc1
31	-4	0	i	1	4	0	-5	-1.2	-6	6	OC(c1ccccc1)c1cccnc1 (stereo not drawn)
32	-2	-5	i	2	1	2	-5	-0.9	-3	2	Cc1ccc(C(=O)CCC(=O)CCC(=O)O)cc1
33	-3	-6	i	-6	3	0	-7	-3.3	2	6	CCN1CCN(c2c(C(=O)c3ccc(OC)cc3)cnc3ccccc23)CC1
34	2	12	i	-13	3	5	-4	4.4	8	12	CC1Cc2cc(/C(O)=C3/C(=O)C(=O)N(Cc4cccnc4)C3c3cccc(O)c3)ccc2O1 (stereo not drawn)
35	2	-28	i	-4	6	26	-3	20	5	10	Cc1c(C(=O)Nc2ccc(-n3cnnn3)cc2)oc2ccccc12
36	7	21	i	25	1	16	-9	0.9	3	7	CCOc1cc(C2C3=C(CCCC3=O)N(C)C3=C2C(=O)CCC3)cc(Cl)c1O
37	-3	-11	i	2	-3	3	-10	-1.7	-2	0	O=C(NCCC1=CCCCC1)C(=O)NCC1OCCCN1S(=O)(=O)c1ccccc1 (stereo not drawn)
38	4	9	i	1	6	1	-3	-1.5	-3	-17	CS(=O)(=O)Nc1ccccc1Oc1ccccc1
39	-2	-3	i	-1	-1	0	.	-0.9	3	5	Cc1ccc(S(=O)(=O)N2C[C@H]3[C@H]4C(=O)N(c5ccccc5)C(=O)[C@H]4C[C@H](OC(=O)NC4CC4)[C@@]3(O)C2)cc1
40	1	1	i	-9	2	2	-11	1.2	-5	0	COc1cccc(CNC(=O)Cn2c(=O)c3cccn3c3ccccc32)c1

#	STEP block	CendR NRP1 mod	Rpn11 inh	SUMO1-SIM PPI	MT1-MMP act inh	DNMT1 block	Scp-1 inhibitor	LMPTP inh	NadD inh	SKN-1 inh	mol
41	-1	10	i	-1	-2	-1	6	-0.9	-1	10	COc1ccc(-c2[nH]nc3oc(=O)c(CCO)c(C)c23)cc1
42	-5	-7	i	-8	-4	-4	-8	2.1	9	22	S=c1[nH]ncn1/N=C/c1cccc(Oc2ccccc2)c1
43	3	4	i	0	0	-1	-9	-0.7	-1	3	CC(C)NC(=O)c1cc2c(s1)CCCC2
44	0	19	i	-4	-3	0	-7	0.1	-8	23	COc1ccccc1CN1CC(C(=O)NCCSc2nnnn2C)CCC1=O (stereo not drawn)
45	-1	2	i	-3	3	-1	-6	-0.3	2	-6	CC(C)(C)N(NC(=O)c1ccccc1)C(=O)c1ccc(C(=O)N(NC(=O)c2ccccc2)C(C)(C)C)cc1
46	1	1	i	2	-1	3	.	-0.1	-1	3	CCOc1ccccc1NC(=O)C(OC(=O)c1cnc(C)cn1)c1ccccc1 (stereo not drawn)
47	0	2	i	-1	-6	0	-16	4.7	-1	-23	O=S(=O)(Nc1ccc(-c2nc3cccnc3s2)cc1)c1ccccc1F
48	-1	3	i	-1	4	-5	-2	-0.9	4	9	CC1CCN(CCCOc2ccc(OCc3ccccc3)cc2)CC1
49	-1	0	i	0	-7	-2	-1	-0.3	3	14	Cc1ccc(C(=O)N2CCc3ccccc32)o1
50	1	9	i	-1	-7	4	-7	2.1	-10	-16	COc1ccc(-c2cc(C(F)(F)F)nc(-n3cc(Br)cn3)n2)cc1
51	0	28*	i	-8	-29	-5	-1	0.0	9	-1	CCCCC1=CC2=C(c3ccco3)C(=O)C(C)(OC(=O)c3ccc(OC)cc3)C(=O)C2=CN1CCOC (stereo not drawn)
52	0	14	i	-2	-2	-2	-16	-0.9	-12	14	O=C(COC(=O)c1cccc(N2C(=O)C3CC=CCC3C2=O)c1)c1ccccc1 (stereo not drawn)
53	-1	-2	i	-1	-3	5	-7	-0.8	10	0	CC(Oc1ccc(F)cc1)C(=O)/C=C\N(C)C (stereo not drawn)

Results in sequence from the entries so far.
NadD inh for nos. 18–21, in order: -6, -1, 2, 5
SUMO1-SIM PPI for nos. 18–21, in order: -16, 2, -1, -13

High-throughput results (PubChem)
